Assay outcomes: PubChem BioAssay, several laboratories
proCasp7 act = activates human procaspase-7, counter-screen for procaspase-3 activators; P55210; recombinant procaspase-7, Ac-DEVD-pNA absorbance 405 nm; D23A/D198A/D206A triple mutant, cannot self-cleave; scale: DMSO 0, 5 µM enzyme 100; activation, % at 8.5 µM; actives 0.093% (n = 330,000);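 active = percent activation above the screen-wide mean plus 3 SD, cut at about 25% in these data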
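buffer or medium = Zinc-free HEPES/NaCl buffer, pH 7.4 | material = Procaspase-7 triple mutant (PC-7 D3A) | input = 2 µM procaspase-7 mutant as dispensed | signal = Epi-absorbance of released pNA at 405 nm, two timepoints | timing = 1 h preincubation, 2 h reaction | replicates = singlicate compound testing | evaluation = % activation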
AHR act = human AHR activation. P35869. AHR-responsive luciferase reporter cells, luminescence. activation, % at 5 µM. actives 2.5% (n = 320,000); in the data active = activation above about 47%;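 also: 0% = vehicle wells and 100% = reference agonist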
LAP4-GFP MLPCN = modulators of TOR pathway LAP4-GFP in S. cerevisiae; S. cerevisiae LAP4-GFP multiplex, flow cytometry GFP, 3 h; median GFP as percent of DMSO wells; GFP response vs DMSO, % at 10 µM; actives 0.34% (n = 320,000); AID 2023;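 active = GFP response vs DMSO above a set limit, about the screen mean plus 3 SD, cut at about 150% in these data; inconclusive = under 70 cell events counted for the yeast strain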
ZTA DNA inh = counter-screen for EBNA-1 inhibitors: inhibitors of Epstein-Barr virus ZTA. P03206. ZTA-DNA binding, fluorescence polarization. inhibition, % at 11 µM. actives 0.15% (n = 320,000). AID 2234; in the data active = inhibition above about 33%
proCasp3 act = procaspase-3 (human) activation; P42574; recombinant procaspase-3 D3A, Ac-DEVD-pNA absorbance 405 nm; activation, % at 8.5 µM; actives 0.11% (n = 330,000);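 active = activation above the mean of all tested compounds plus 3 SD, cut at about 21% in these data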;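 also: 0% = DMSO alone and 100% = DMSO wells spiked with extra 5 µM PC-3 D3A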
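Compound: 8.5 µM single point, 0.8% DMSO / Material: Autoprocessing-dead procaspase-3 D3A mutant enzyme / Timing: 1 h preincubation plus 2 h reaction at 25 °C / Medium: Zinc-free HEPES/NaCl buffer with 0.01% Triton X-100 at pH 7.4 / Technique: 405 nm absorbance of p-nitroaniline, reads at 0 and 120 min / Repeats: one well per compound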
EBNA-1 inh = blocks EBNA-1 binding to DNA | AID 1950 | inhibition, % at 14.8 µM | EBNA-1 DNA binding, fluorescence polarization | actives 0.34% (n = 300,000); in the data active = inhibition above about 28%
RPL19A-GFP yeast = yeast TOR pathway RPL19A-GFP modulation; S. cerevisiae RPL19A-GFP strain, flow cytometry, 3 h; active compounds read low; percent response vs DMSO, % at 10 µM; actives 0.3% (n = 330,000); AID 2025;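 active = percent response vs DMSO below 50%; inconclusive = fewer than 70 events counted for the yeast strain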;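 also: median channel GFP fluorescence of the barcoded RPL19A-GFP strain; ratio of sample median GFP to plate DMSO average so 100% = DMSO; lower means less RPL19A-GFP as with rapamycin TOR inhibition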
MEP2-GFP yeast = modulators of TOR pathway MEP2-GFP in S. cerevisiae; GFP response vs DMSO, % at 10 µM; AID 2016; actives 0.51% (n = 330,000); S. cerevisiae MEP2-GFP strain, flow cytometry GFP, 3 h; 100% = DMSO control level;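 active = GFP response versus DMSO above a set limit, roughly screen mean plus 3 SD, cut at about 180% in these data; inconclusive = fewer than 70 cells counted for a yeast strain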;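 also: median GFP fluorescence of the barcode-gated MEP2-GFP cells per well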
Active calls of the source: *; ? = inconclusive; · = no result given.

SMILES	proCasp7 act	AHR act	LAP4-GFP MLPCN	ZTA DNA inh	proCasp3 act	EBNA-1 inh	RPL19A-GFP yeast	MEP2-GFP yeast
COc1cccc(/C=N/NC(N)=S)c1OCc1cccc(Cl)c1	-14	60*	93	-15	0	-10	103	105
c1ccc2c(c1)NC(c1ccncc1)n1c-2nc2ccccc21 (stereo unspecified)	1	70*	95	5	1	13	99	99
C=CCN1C(=O)/C(=C/c2ccc(O)cc2)S/C1=N/c1nccs1	3	3	92	-9	-6	-6	102	93
CCC(CC)N1CCN(S(=O)(=O)c2ccc(OC)cc2)CC1	-1	4	93	14	2	6	102	103
CN(C)CCCNC(=S)N1CCC(c2nc3ccccc3[nH]2)CC1	11	0	79	-6	4	1	91	94
Cc1cccc(C)c1NC(=O)C(c1cccc([N+](=O)[O-])c1)N(C)C(=O)c1ccccn1 (stereo unspecified)	6	-3	91	9	2	15	97	99
CCCCN(C(=O)CN(C)CC(=O)Nc1cccc(OC)c1)c1c(N)n(CCCC)c(=O)[nH]c1=O	1	0	101	·	10	·	100	98
CCN(CC)S(=O)(=O)c1ccc2c(c1)oc(=O)n2CC(=O)NC1CCCCC1	-10	-4	90	-8	3	-10	101	100
COc1cccc(C(=O)N2CCC(n3nccc3NC(=O)C(OC)c3ccccc3)CC2)c1 (stereo unspecified)	4	-2	99	-3	-8	10	98	100
CC(C)(C)C(=O)NC1(C(F)(F)F)C(=O)Nc2c1c(=O)[nH]c(=O)n2Cc1ccco1 (stereo unspecified)	-1	6	110	-6	-4	-12	102	106
COc1ccc(N(CC(=O)N2CCCC(C)C2)S(=O)(=O)c2c(C)nn(C)c2C)cc1 (stereo unspecified)	1	-1	97	12	-3	7	98	93
CCCn1c(=O)c2ccccc2n2c(SCC(=O)NCc3cccs3)nnc12	0	-4	111	2	3	-4	91	91
COc1cc(C(=O)NCC(C)(C)CNC(=O)c2cc(OC)c(OC)c(OC)c2)cc(OC)c1OC	4	-1	81	5	4	8	99	100
COc1ccccc1C1/C(=C(/O)c2ccccc2)C(=O)C(=O)N1CC(C)O (stereo unspecified)	7	-1	96	-13	-4	-5	92	101
Cc1cc2ccccc2c(=O)n1CC(=O)NCC(=O)N(C)C1CCCCC1	0	1	108	6	9	3	99	112
O=C(C[C@@H]1C/C=C\CCC(=O)O[C@H](c2ccccc2)CNC1=O)N[C@H](CO)Cc1ccccc1	5	-1	106	·	-7	·	106	100
O=C(O)c1cc(NN=Nc2ccc(Br)cc2)cc([N+](=O)[O-])c1	-4	44	112	5	-13	-1	116	116
O=C(c1cc2c(s1)-c1ccccc1S(=O)(=O)C2)N1CCN(Cc2ccccc2)CC1	-3	5	96	3	-3	-11	101	91
Cc1ccc(S(=O)(=O)N2CCN3CCCC3C2)cc1 (stereo unspecified)	0	0	97	-5	0	-9	99	105
Cc1cc(=O)oc2cc(OCC(=O)N3CCOCC3)c(Cl)cc12	12	-4	110	·	8	·	114	114
COc1ccc(Cl)cc1NC(=O)CN(C)C(=O)Cc1ccc2c(c1)CCC2	5	3	103	7	-2	9	99	106
COc1ccc(C(CC(=O)NCc2ccccc2)Sc2n[nH]c(-c3ccc(Cl)cc3)n2)cc1 (stereo unspecified)	-4	-1	90	11	0	1	102	100
COc1ccc(OC/C(O)=C(\C#N)c2nc3ccccc3[nH]2)cc1	-5	16	99	-9	10	0	96	102
O=C(COc1ccccc1)NCC(=O)Nc1ccncc1	-2	4	97	-8	-9	-4	98	96
CC1(N2CCCCC2)CC2(O)C(=[N+]1[O-])CCC/C2=N\O (stereo unspecified)	5	2	100	-6	-3	-12	103	109
CC(C(=O)NC1CCCC1)N(Cc1ccc2c(c1)OCO2)C(=O)c1snc(C(N)=O)c1N (stereo unspecified)	-2	0	95	-8	4	-8	100	99
COc1ccc(NC(=O)CN(C)C(=O)c2ccc3ccccc3n2)cc1	11	20	105	·	13	·	98	98
COc1ccccc1N1CCN(CC(=O)c2c[nH]c3ccccc23)CC1	5	8	83	1	14	3	92	84
CCN(CC)S(=O)(=O)c1ccc(/C=C/C(=O)Nc2c(C)n(C)n(-c3ccccc3)c2=O)cc1	-4	0	103	-17	10	-1	102	103
O=C(O)c1[nH]c2ccccc2c1C(c1cc(Br)ccc1O)c1c(C(=O)O)[nH]c2ccccc12	8	20	92	15	-4	-6	100	103
COc1ccc(-n2c(C)nc3c(cnn3-c3ccc(C)c(C)c3)c2=O)cc1	-1	5	108	-22	5	4	99	91
CN(C)S(=O)(=O)n1cc(/C=C(\NC(=O)c2ccccc2)C(=O)N2CCCC2)c2ccccc21	8	5	102	-14	1	5	97	95
COc1ccc(NC(=O)CCl)cn1	4	1	109	2	-6	5	97	87
CCOC(=O)c1ccc(-n2cccc2/C=C2\NC(=O)NC2=O)cc1	-11	1	108	17	0	·	97	97
C=C1c2cc(CC)ccc2NC(=O)N1c1ccc(C)cc1	-4	10	100	6	2	-1	104	103
COc1cccc(N2CCN(C(=O)c3ccc(-c4ccccc4)cc3)CC2)c1	4	-1	114	-6	-69	-3	103	98

Quoted at random: 3 compounds from above, in no set order.
SMILES	proCasp7 act	AHR act	LAP4-GFP MLPCN	ZTA DNA inh	proCasp3 act	EBNA-1 inh	RPL19A-GFP yeast	MEP2-GFP yeast
CCOC(=O)c1ccc(-n2cccc2/C=C2\NC(=O)NC2=O)cc1	-11	1	108	17	0	·	97	97
C=C1c2cc(CC)ccc2NC(=O)N1c1ccc(C)cc1	-4	10	100	6	2	-1	104	103
CCN(CC)S(=O)(=O)c1ccc(/C=C/C(=O)Nc2c(C)n(C)n(-c3ccccc3)c2=O)cc1	-4	0	103	-17	10	-1	102	103

Next records:
SMILES	proCasp7 act	AHR act	LAP4-GFP MLPCN	ZTA DNA inh	proCasp3 act	EBNA-1 inh	RPL19A-GFP yeast	MEP2-GFP yeast
CCOC(=O)c1sc(=NC(=O)c2c(F)cccc2F)n(C)c1C	5	-3	91	-9	4	-5	91	88
CN(C)CCOc1ncnc2c1oc1ccccc12	0	7	95	8	-1	-9	98	96
COc1cc(C2=NOC(C(=O)Nc3cc(C)on3)C2)cc(OC)c1OC (stereo unspecified)	4	3	115	-20	-1	-2	99	114
FC(F)(F)c1cccc(Cc2noc(CN3C[C@@H]4CCC[C@H]3C4)n2)c1	1	2	126	0	5	3	101	98
CC(=O)Nc1ccccc1C(=O)N1CCN(c2cccc(C)c2C)CC1	3	0	95	-27	6	2	103	100
CCCCNC(=O)[C@H]1C[C@H]1[C@@H](O)[C@H](CO)NC(=O)[C@H](Cc1ccccc1)NC(=O)OC(C)(C)C	8	-3	105	7	6	9	96	90
Cc1ccc(/C=N/N2CCCCC2)o1	11	1	112	12	-1	5	98	93
Cc1ccccc1NC(=O)CCN1CCCCCC1	-1	2	95	-7	5	4	97	103
O=C(NCC1CCCO1)C1CCN(C2CCN(C(=O)CC3CCCC3)CC2)CC1 (stereo unspecified)	5	-1	108	10	10	0	97	96
COC(=O)c1cc(OC)c(OC)cc1NC(=O)C(C)c1ccc([N+](=O)[O-])cc1 (stereo unspecified)	-10	5	89	-9	6	-1	103	103
Cc1ccc(CNC(=O)C(=O)NCCCn2ccnc2)cc1	-2	7	100	-18	-2	-2	103	104
Cc1c(Cl)c([N+](=O)[O-])nn1CC(=O)NCc1cccnc1	8	3	103	-6	-2	5	93	111
N=C(N)SCc1cccc2ccccc12	2	6	87	-9	2	4	95	93
Cc1cc(C)n2nc(SCc3nnc(SCCCCl)o3)nc2n1	-6	1	93	-14	-6	-11	96	99
CCc1ccc(C(=O)COC(=O)c2cnc(C)cn2)cc1	9	-1	102	5	2	3	106	102
CC1CCCCN1Cc1nc2c(c(=O)n(C)c(=O)n2C)n1CCc1ccccc1 (stereo unspecified)	-11	3	105	1	1	-3	101	103
Cc1ccc(NC(=O)CN(C)C(=O)C(C)OC(=O)c2ccccc2NCCO)cc1 (stereo unspecified)	-2	2	95	4	1	-12	91	89
COc1cc(C2NCCC(=O)C2(C)C)cc(OC)c1OC (stereo unspecified)	8	2	104	10	-1	-4	101	104
Cc1csc(CN(C)C(=O)CC2C(=O)NCCN2Cc2ccc(F)cc2Cl)n1 (stereo unspecified)	-1	0	96	4	-4	6	96	104
CCn1nc(NS(=O)(=O)c2ccc([N+](=O)[O-])cc2)c2cc3cccc(C)c3nc21	-1	0	101	-1	-6	-12	97	104
CSc1ccc(-c2nc3cnccn3c2Nc2ccc3c(c2)OCO3)cc1	-17	188*	99	-8	-9	-6	95	92
CCC(O)c1cc2c(cc1NC(=O)c1ccc(C)cc1)OCCO2 (stereo unspecified)	2	63*	109	4	0	-11	101	106
Cc1cc(C)c(/C=N/NC(=O)c2nnn(-c3nonc3N)c2CN2CCC(C)CC2)c(C)c1	-13	0	101	-7	-8	-13	103	100
CC(=O)Nc1ccc(/C=N/NC(=O)c2cc3cc(C)ccc3nc2C)cc1	8	7	98	-9	5	-2	101	100
COc1ccc(C(=O)CSc2nnc(CC(=O)Nc3ccccc3OC)n2C)cc1	2	6	92	6	4	2	93	85
COCc1cc(C)nc(SCC(=O)Nc2ccccc2C)c1C#N	9	3	100	5	9	3	98	103
COc1ccc(C(=O)NNC(=O)Nc2ccc(C)cc2)cc1	-3	0	92	-8	7	2	108	102
COC(=O)c1cc2c(cc1[N+](=O)[O-])OCO2	-7	1	86	-13	1	-10	104	104
CC(=O)Nc1cccc(NC(=O)C(=O)NCC(c2ccco2)N2CCc3ccccc32)c1 (stereo unspecified)	-5	6	93	4	-4	-23	95	102
O=C(CN(c1ccc(F)cc1)S(=O)(=O)c1ccccc1)NC1CCCCCC1	-1	-3	?	1	2	-6	?	?
Clc1ccc(-c2nnc(-c3ccccc3)c(N3CCSCC3)n2)cc1	4	15	96	-17	0	-4	98	96
CC1CN(c2ccc(C(F)(F)F)cc2[N+](=O)[O-])CCN1S(C)(=O)=O (stereo unspecified)	7	0	95	-4	-2	-2	95	98
C[C@H](NC(=O)c1nc[nH]c1C(=O)N1CCc2ccccc2C1)C(=O)OC(C)(C)C	-4	8	113	-4	8	12	102	90
O=C(O)c1ccc(CN2C(=O)c3ccc(Oc4ccc([N+](=O)[O-])cc4)cc3C2=O)cc1	1	-1	98	1	-2	-4	99	101
Cc1ccc(CNC(=O)COC(=O)c2cc3c(s2)CCC(C)C3)cc1 (stereo unspecified)	-5	4	91	3	-6	26	102	109
CN1C(=O)/C(=C/c2ccc(O)c([N+](=O)[O-])c2)NC1=S	0	11	104	2	-7	7	94	98
C=CCNc1sc(C(=O)C(C)(C)C)c(N)c1C#N	4	5	105	-7	10	-12	99	103
Cc1cccc(Nc2nc(N)nc(CSc3nccc(C)n3)n2)c1	3	103*	103	-1	10	-9	98	130
COc1ccc(NC(=O)C2CC(=O)N(c3ccccc3Cl)C2)c(OC)c1 (stereo unspecified)	0	1	98	5	8	-12	102	98

Individual results from the list:
LAP4-GFP MLPCN with CCOC(=O)c1ccc(-n2cccc2/C=C2\NC(=O)NC2=O)cc1 = 108
proCasp7 act with CC(=O)Nc1ccccc1C(=O)N1CCN(c2cccc(C)c2C)CC1 = 3
AHR act with Cc1ccc(S(=O)(=O)N2CCN3CCCC3C2)cc1 (stereo unspecified) = 0
LAP4-GFP MLPCN with CCC(CC)N1CCN(S(=O)(=O)c2ccc(OC)cc2)CC1 = 93
proCasp7 act with O=C(C[C@@H]1C/C=C\CCC(=O)O[C@H](c2ccccc2)CNC1=O)N[C@H](CO)Cc1ccccc1 = 5
